Bioassay records (PubChem)
PLC-beta3 inh: blocks human PLC-beta3 enzyme activity. Purified PLC-beta3, fluorogenic substrate, fluorescence. inhibition, % at 12.2 µM. 370,000 tested, 0.18% active. Q01970; in the data active = inhibition above about 11%;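 note: 0% = median of compound wells on plate and 100% = full blocker control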
hcDAF-12 act: H. contortus DAF-12 activation, primary screen | HEK293 hcDAF-12 lit1-tk-luc reporter, luminescence; 0% DMSO, 100% Δ7-dafachronic acid | activation, % at 6.8 µM | 370,000 tested, 1.4% active | AID 652067;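 active = activation above the mean of all tested compounds plus 3 SD, cut at about 5.5% in these data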;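 note: 100% = response to 3 µM Δ7-dafachronic acid high control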
ADAM10 inh: inhibits human ADAM10 | recombinant ADAM10, EDANS/DABCYL FRET peptide cleavage, 3 h | O14672 | inhibition, % at 7 µM | AID 720582 | 370,000 tested, 0.62% active;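 active = inhibition above a per-campaign cutoff equal to the mean of compounds falling between control-based bounds plus 3 SD, cut at about 20% in these data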;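 note: 0% = DMSO wells while the 100% control is not disclosed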
hgDAF-12 ag: agonists of H. glycines DAF-12 nuclear receptor; activation, % at 6.8 µM; HEK293 GAL4-hgDAF12 UAS-luciferase reporter, agonist luminescence; normalized to butyrate control; AID 687014; 370,000 tested, 1.8% active;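 active = activation above a cutoff set at the mean of all screened compounds plus 3 SD, cut at about 10% in these data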;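 note: 0% = DMSO wells and 100% = sodium butyrate wells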
FXN GAA850 act: activators of GAA850 frataxin (FXN) promoter; HEK293 lucGAA850 FXN promoter luciferase reporter, 24 h; percent of 10 µM SAHA response; activation, % at 6 µM; 360,000 tested, 0.56% active;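 active = activation above the average of all compounds screened plus 3 SD, cutoff fixed separately per campaign, cut at about 7.5% in these data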;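 note: 0% = DMSO wells and 100% = 10 µM SAHA wells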
ADAM17 inh: inhibitors of human ADAM17; P78536; recombinant ADAM17, EDANS/DABCYL FRET peptide cleavage; inhibition, % at 6.95 µM; 370,000 tested, 0.83% active; AID 720648;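 active = inhibition above the mean of compounds lying between control limits plus 3 SD, set per campaign, cut at about 8.5% in these data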;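 note: 0% = DMSO-only wells as the low control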
PLCg1 inh: blocks human PLC-gamma1 enzyme activity; inhibition, % at 12.2 µM; AID 720700; 370,000 tested, 0.84% active; purified PLC-gamma1, fluorogenic substrate, fluorescence; P19174; in the data active = inhibition above about 9.5%
DAX1 inh-1: blocks DAX1 repression of SF-1 activated StAR promoter. HEK293T StAR-luciferase reporter, SF-1/DAX-1 repression relief. inhibition, % at 6.8 µM. 370,000 tested, 1.1% active. AID 652010;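 active = inhibition above the mean over all tested compounds plus 3 SD, cut at about 3.6% in these data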;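 note: 0% = DAX-1 cells with DMSO and 100% = cells lacking DAX-1 with DMSO; higher inhibition means more luminescence from relief of DAX-1 repression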
DAX1 inh-2: inhibitors of human orphan nuclear receptor DAX1 (NR0B1). AID 504766. P51843. 340,000 tested, 0.99% active. HEK293 Gal4-DAX1 luciferase reporter, luminescence. inhibition, % at 6.75 µM;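 active = inhibition above the mean over all tested compounds plus 3 SD, cut at about 4.2% in these data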;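 note: 0% = DAX1-transfected cells with DMSO and 100% = empty-vector control cells with DMSO; inhibition shows as a rise in luminescence from relieved DAX1 repression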
Target sequence (P51843 207-470 limits assumed): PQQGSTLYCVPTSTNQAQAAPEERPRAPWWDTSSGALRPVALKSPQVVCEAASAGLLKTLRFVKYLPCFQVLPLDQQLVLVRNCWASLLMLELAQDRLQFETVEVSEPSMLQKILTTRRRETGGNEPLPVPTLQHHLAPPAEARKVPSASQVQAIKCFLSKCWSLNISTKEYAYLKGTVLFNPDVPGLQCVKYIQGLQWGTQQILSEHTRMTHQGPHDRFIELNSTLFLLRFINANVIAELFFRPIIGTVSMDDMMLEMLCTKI
sPLA2-III inh: Blocks human group III sPLA2 activity | QFRET BODIPY PC-A2 liposome hydrolysis, fluorescence | inhibition, % at 12.2 µM | 370,000 tested, 0.56% active | Q9NZ20 | AID 743126;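 active = inhibition above mean plus 3 SD of compounds lying within the high and low control bounds, cut at about 19% in these data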;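 note: 0% = median of test compound wells and 100% = no enzyme DMSO wells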
Target sequence (Q9NZ20 whole entry, looked up): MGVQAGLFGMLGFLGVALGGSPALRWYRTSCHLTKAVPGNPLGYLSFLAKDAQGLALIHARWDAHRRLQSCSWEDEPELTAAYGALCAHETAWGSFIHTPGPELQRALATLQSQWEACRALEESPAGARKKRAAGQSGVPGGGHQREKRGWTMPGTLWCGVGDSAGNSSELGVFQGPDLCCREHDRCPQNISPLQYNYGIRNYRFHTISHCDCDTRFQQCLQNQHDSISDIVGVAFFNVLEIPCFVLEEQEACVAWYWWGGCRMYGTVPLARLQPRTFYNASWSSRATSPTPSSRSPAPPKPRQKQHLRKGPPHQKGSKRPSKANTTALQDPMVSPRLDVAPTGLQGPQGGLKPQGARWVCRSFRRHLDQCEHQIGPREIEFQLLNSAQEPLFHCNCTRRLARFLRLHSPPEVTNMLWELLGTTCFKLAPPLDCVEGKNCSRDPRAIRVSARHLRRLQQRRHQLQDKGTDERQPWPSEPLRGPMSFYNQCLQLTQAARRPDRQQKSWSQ
ssDAF-12 act: activators of S. stercoralis DAF-12 nuclear receptor | HEK293 ssDAF-12/GRIP1 lit1-tk-luc reporter, luminescence; % of 3 µM dafachronic acid response | activation, % at 6.8 µM | 370,000 tested, 1% active | AID 652126;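 active = activation above the mean over all tested compounds plus 3 SD, cut at about 0.9% in these data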;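 note: 0% = DMSO-only wells and 100% = 3 µM delta7-dafachronic acid wells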
Starred values were filed as active, the others as inactive; i = inactive; / = no result given.

molecule	PLC-beta3 inh	hcDAF-12 act	ADAM10 inh	hgDAF-12 ag	FXN GAA850 act	ADAM17 inh	PLCg1 inh	DAX1 inh-1	DAX1 inh-2	sPLA2-III inh	ssDAF-12 act
CCN(CC(=O)Nc1c(F)cccc1F)C(=O)C1CC(=O)N(CCc2ccc(OC)c(OC)c2)C1 (centres undefined)	-1	-0.7	4	-1.8	2.0	-2	2	1.4	0.3	-1	-0.3
CCOC(=O)c1c(CC(C)C)csc1NC(=O)COC(=O)c1cc(OC)c(OC)cc1[N+](=O)[O-]	-1	0.2	-2	1.9	1.1	0	2	-0.8	0.2	-1	-1.8
COC(=O)c1ccc(NC(=O)C(C)Oc2ccccc2)cc1 (centres undefined)	0	-0.8	7	-0.2	1.0	5	5	-0.2	-0.9	-13	-1.5
Cc1nnc(SCC(=O)Nc2cc(S(=O)(=O)N3CCCC3)ccc2Cl)s1	-8	-1.6	4	-0.5	-0.3	-2	2	0.0	-0.5	-13	-1.5
Cc1ccc(C(C)C)c(O)c1	6	0.5	-15	1.5	0.2	-6	4	0.7	1.3	15	-1.4
COc1ccc(N2CCN(S(=O)(=O)CCNC(=O)C(C)Oc3ccccc3)CC2)cc1 (centres undefined)	-7	0.1	2	-1.0	-0.8	-6	0	1.2	-0.7	2	-0.2
CCCn1c(C)cc(/C=C(\C#N)C(=O)OCC(=O)Nc2cccc(S(N)(=O)=O)c2)c1C	-48	0.5	-9	-2.8	0.7	3	-40	1.2	0.5	-16	-1.1
CC(C)[C@H](NC(=O)c1ccccc1Cl)C(=O)Nc1ccc(S(=O)(=O)Nc2nccs2)cc1	-8	-1.1	1	0.2	-0.3	-2	-3	-0.1	0.1	-41	-1.3
CC(C)Oc1cccc(-c2cc(C(=O)NC(=S)N(C)c3ccccc3C(=O)O)c3ccccc3n2)c1	-110	-1.2	-493	1.6	-0.5	-142	-98	0.1	0.0	1	-1.1
Cc1ccc(S(=O)(=O)Nc2ccc3c(c2)CC(=O)N([C@H](C)CO)C[C@H](C)[C@H](CN(C)Cc2ccc4c(c2)OCO4)O3)cc1	3	1.1	11	-1.1	-3.6	4	-1	0.1	0.8	-48	-1.1
Cc1ccccc1NCC(=O)c1ccc(Br)cc1	2	0.7	3	1.2	0.5	0	3	-0.9	0.6	-1	-1.4
COC(=O)C1=C(C)NC(=O)NC1c1cccc(OC)c1OCc1ccccc1 (centres undefined)	0	0.5	9	0.8	2.0	-2	0	1.2	0.6	5	-1.5

molecule	PLC-beta3 inh	hcDAF-12 act	ADAM10 inh	hgDAF-12 ag	FXN GAA850 act	ADAM17 inh	PLCg1 inh	DAX1 inh-1	DAX1 inh-2	sPLA2-III inh	ssDAF-12 act
Cc1cc(C)c(C)c(OCc2nc(-c3cccnc3)no2)c1	-4	-1.2	-6	-0.2	-0.1	-1	1	-1.1	0.9	-3	-1.0
CN(CC(=O)Nc1cccc2c1CCCC2)S(=O)(=O)c1ccc(Br)cc1	-2	-1.3	3	1.1	3.2	-5	1	0.3	-0.5	1	-0.7
CCOC(=O)[C@]12CCCC=C1N(CCCOC)C(=O)[C@@H]2CC(=O)NCc1cccc(C(F)(F)F)c1	0	-0.4	-10	1.1	/	1	0	-1.4	/	5	-1.4
O=C(NC1CCCCCC1)c1cc2n(n1)C(C(F)(F)F)CC(c1ccco1)N2 (centres undefined)	-1	-1.4	-1	-1.2	1.9	-3	-1	0.4	-0.9	-5	-1.3
CC(C)(C)c1ccc(C#C[C@@H]2C=C[C@@H](O)[C@@H](COC(=O)NCc3ccccc3)O2)cc1	9	1.3	16	1.1	/	6	1	-1.4	/	-4	-0.5
COc1cc(NC(=S)NCCCN2CCOCC2)c(OC)cc1Cl	1	3.0	2	-2.8	-0.3	0	3	0.1	0.7	3	-0.4
Cc1cc(N(C)C)ccc1N=Nc1ccc2ncccc2c1	-5	13*	3	15*	3.5	0	4	5.2*	5.5*	23*	1.7*
O=S(NCc1ccccc1)C12CC3CC(CC(C3)C1)C2 (centres undefined)	2	3.9	-14	0.3	3.0	-2	0	0.4	1.1	-1	-1.3
O=C(Cn1cc(C(=O)C(F)(F)F)c2cc(Br)ccc21)N1CCOCC1	1	-2.0	2	-1.8	0.2	-1	1	-0.6	3.0	-5	-1.5
Cc1cn(C2CCC(CO)O2)c(=O)[nH]c1=O (centres undefined)	-3	-0.6	7	-0.6	1.2	-7	1	-0.1	-0.2	9	-0.3
O=P(O)(O)c1cc(-c2ccccc2)oc1-c1ccccc1	-36	-1.6	i	2.4	1.6	-181	-21	-0.3	-1.2	9	-1.0
O=C(CN1C(=O)NC2(CCCCCC2)C1=O)NC1CC1	-6	0.3	0	3.6	0.3	-5	0	1.5	-0.2	4	-1.7

molecule	PLC-beta3 inh	hcDAF-12 act	ADAM10 inh	hgDAF-12 ag	FXN GAA850 act	ADAM17 inh	PLCg1 inh	DAX1 inh-1	DAX1 inh-2	sPLA2-III inh	ssDAF-12 act
CCN(CC)c1ccc(C(=O)OCC(=O)N(C)Cc2ccccc2)cc1	-25	-1.2	4	3.5	0.2	0	-8	-0.8	2.6	-1	-1.6
Cc1ccc(C(=O)NCC(C)NC(=O)c2ccc(C)c([N+](=O)[O-])c2)cc1[N+](=O)[O-] (centres undefined)	-5	-0.7	1	-1.1	0.8	0	0	0.4	-0.3	-3	-1.3
COc1ccc(CNC(=O)COc2ccc(OC)cc2)cc1	-4	-1.1	-2	1.9	1.1	1	3	-0.1	0.2	0	-0.6
COc1ccc(C2CC(c3ccccc3Cl)Nc3ncnn32)cc1OC (centres undefined)	2	-1.9	-2	-3.1	0.7	-2	1	-0.6	0.5	-5	0.1
COc1cc(/C=N/Nc2ccc([N+](=O)[O-])cn2)cc(OC)c1O	-9	-0.1	-5	-2.4	-3.0	-4	-1	-0.9	-1.7	6	-1.9
Cc1nc2ccccc2c2c1C(=O)N(c1cccc(C(=O)O)c1)C2=O	1	-2.0	-1	-0.8	0.6	-2	4	-0.4	-2.0	7	-0.5
N=C1c2ccccc2CN1NC(=O)c1cccc(S(=O)(=O)N2CCCCC2)c1	1	1.6	2	-1.4	0.8	-2	2	-0.7	-1.0	19	-1.7
CC(=O)c1sc2nc(-c3cccs3)ccc2c1N	-259	1.4	i	4.3	6.0	-153	-199	0.3	1.0	0	-0.5
C/C(=N\NC(=O)C(C)Sc1ccccc1)c1ccc([N+](=O)[O-])cc1 (centres undefined)	-2	-0.7	-7	-1.5	1.8	-3	2	-1.0	-0.3	0	-0.7
O=C(CCN1C(=O)/C(=C/c2ccccc2F)SC1=S)NC1C=CS(=O)(=O)C1 (centres undefined)	-5	0.5	-8	0.4	2.2	-3	-1	1.0	0.2	5	-1.2
Cc1ccc(NC(=O)c2ccc3c(c2)OCCO3)cc1	2	4.8	-1	9.1	-0.7	0	0	1.8	-1.6	-2	-0.5
O=C(O)CSc1nc2c(c(=O)[nH]1)CCCC2	6	-2.0	3	-0.7	1.1	-3	0	1.3	0.2	-3	-2.2

molecule	PLC-beta3 inh	hcDAF-12 act	ADAM10 inh	hgDAF-12 ag	FXN GAA850 act	ADAM17 inh	PLCg1 inh	DAX1 inh-1	DAX1 inh-2	sPLA2-III inh	ssDAF-12 act
C/C(=N\O)c1ncc(C(F)(F)F)cc1Cl	-4	-0.6	-4	-2.5	-0.7	-4	-1	0.7	0.1	7	-1.0
Cc1cc(C)c(N2C(=NC(=O)CCCC(=O)O)SC3CS(=O)(=O)CC32)c(C)c1 (centres undefined)	3	-0.7	-1	1.1	-0.4	3	6	0.5	-1.1	6	-0.2
O=C(CCNC(=O)c1ccccc1Cl)NCc1ccncc1	-6	0.8	0	0.3	1.5	-1	1	0.4	2.3	18	-1.2
CCNS(=O)(=O)c1ccc(CCC(=O)NCc2ccccc2)cc1	5	-1.1	-5	-0.6	4.8	-3	2	-0.7	0.2	0	-1.5
CN(C)c1ccc(/C=N/N2CCN(c3ccccn3)CC2)cc1	-5	1.2	-11	3.6	3.9	-5	0	0.6	2.0	9	-0.4
COc1cc(CN2C(=O)C(NC(=O)c3ccco3)(C(F)(F)F)C3=C2CC(C)(C)CC3=O)cc(OC)c1 (centres undefined)	3	-2.1	10	-2.8	2.5	4	0	-0.4	-2.9	-14	-1.7
Cc1ccc(C[n+]2cccc(-c3ccccc3)c2)c(C)c1	0	-3.0	0	-4.9	-1.0	-2	-1	-2.6	-3.3	2	-2.3
COc1cc(O)oc1C=Nc1ccccc1	-6	0.3	-13	1.3	4.0	-1	-1	0.1	0.4	8	-0.4
COc1ccc(C(=O)Cn2nc(CNc3ccc(Br)cc3)[n+]3c2CCCCC3)cc1	-2	-1.1	-5	4.2	2.5	-6	-5	-0.5	-0.4	-25	-0.8

Whole records as entered above:
`O=C(CCNC(=O)c1ccccc1Cl)NCc1ccncc1` as listed: PLC-beta3 inh: -6; hcDAF-12 act: 0.8; ADAM10 inh: 0; hgDAF-12 ag: 0.3; FXN GAA850 act: 1.5; ADAM17 inh: -1; PLCg1 inh: 1; DAX1 inh-1: 0.4; DAX1 inh-2: 2.3; sPLA2-III inh: 18; ssDAF-12 act: -1.2
`C/C(=N\O)c1ncc(C(F)(F)F)cc1Cl` as listed: PLC-beta3 inh: -4; hcDAF-12 act: -0.6; ADAM10 inh: -4; hgDAF-12 ag: -2.5; FXN GAA850 act: -0.7; ADAM17 inh: -4; PLCg1 inh: -1; DAX1 inh-1: 0.7; DAX1 inh-2: 0.1; sPLA2-III inh: 7; ssDAF-12 act: -1.0
`COc1cc(CN2C(=O)C(NC(=O)c3ccco3)(C(F)(F)F)C3=C2CC(C)(C)CC3=O)cc(OC)c1` (centres undefined) as listed: PLC-beta3 inh: 3; hcDAF-12 act: -2.1; ADAM10 inh: 10; hgDAF-12 ag: -2.8; FXN GAA850 act: 2.5; ADAM17 inh: 4; PLCg1 inh: 0; DAX1 inh-1: -0.4; DAX1 inh-2: -2.9; sPLA2-III inh: -14; ssDAF-12 act: -1.7
